# PLC-beta3 inh: PLC-beta3 (human) inhibition, primary screen; Purified PLC-beta3, fluorogenic substrate, fluorescence; Q01970; inhibition, % at 12.2 µM; 0.18% of 370,000 active; in the data active = inhibition above about 11%;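 also: 0% = median of compound wells on plate and 100% = full blocker control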
# Target sequence (Q01970 whole entry, looked up): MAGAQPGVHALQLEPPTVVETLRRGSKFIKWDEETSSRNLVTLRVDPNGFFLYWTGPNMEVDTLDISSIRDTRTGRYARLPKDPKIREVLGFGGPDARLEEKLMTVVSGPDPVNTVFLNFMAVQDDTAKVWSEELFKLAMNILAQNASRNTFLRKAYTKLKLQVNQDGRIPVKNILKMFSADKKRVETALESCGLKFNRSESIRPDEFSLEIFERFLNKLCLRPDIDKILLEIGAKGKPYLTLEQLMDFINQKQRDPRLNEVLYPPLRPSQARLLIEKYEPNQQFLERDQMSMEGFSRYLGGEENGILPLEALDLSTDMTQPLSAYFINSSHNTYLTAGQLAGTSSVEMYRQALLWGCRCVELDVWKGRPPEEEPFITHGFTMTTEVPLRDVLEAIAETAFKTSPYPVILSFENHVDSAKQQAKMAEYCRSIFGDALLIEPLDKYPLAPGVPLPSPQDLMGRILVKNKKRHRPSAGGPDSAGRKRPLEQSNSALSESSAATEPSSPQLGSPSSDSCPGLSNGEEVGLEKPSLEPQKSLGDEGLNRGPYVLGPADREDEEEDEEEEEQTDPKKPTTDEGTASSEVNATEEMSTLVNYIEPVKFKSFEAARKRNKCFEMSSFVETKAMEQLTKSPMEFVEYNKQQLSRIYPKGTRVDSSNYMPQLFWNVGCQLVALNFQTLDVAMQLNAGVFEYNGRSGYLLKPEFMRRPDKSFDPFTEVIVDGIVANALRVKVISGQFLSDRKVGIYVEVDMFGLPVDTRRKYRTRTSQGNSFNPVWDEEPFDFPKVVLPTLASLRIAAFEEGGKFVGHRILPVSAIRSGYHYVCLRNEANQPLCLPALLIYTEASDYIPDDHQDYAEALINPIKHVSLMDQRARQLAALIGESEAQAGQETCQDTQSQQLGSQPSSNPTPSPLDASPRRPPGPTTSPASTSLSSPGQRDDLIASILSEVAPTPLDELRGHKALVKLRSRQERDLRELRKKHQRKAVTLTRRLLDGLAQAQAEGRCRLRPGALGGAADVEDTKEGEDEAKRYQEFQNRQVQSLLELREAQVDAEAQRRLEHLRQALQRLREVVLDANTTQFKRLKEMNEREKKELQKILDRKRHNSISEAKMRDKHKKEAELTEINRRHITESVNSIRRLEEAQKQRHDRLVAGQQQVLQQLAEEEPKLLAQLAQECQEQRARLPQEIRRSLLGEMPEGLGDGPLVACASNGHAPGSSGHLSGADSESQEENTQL
# ARFGAP1 inhibitor: inhibits rat ARF GTPase activating protein 1. 0.26% of 360,000 active. AID 651572. Arfgap1-stimulated ARF1 GTP hydrolysis, GDP FP detection. inhibition, % at 16.5 µM. Q62848;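 active = inhibition above a per-plate limit, mean inhibition of low control wells plus 3 SD, cut at about 25% in these data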;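 also: 0% = DMSO wells with enzyme and 100% = wells lacking Arfgap1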
#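 Repeats: one replicate per compound; assay system: rat Arfgap1 catalytic domain, aa 1-136; times: enzyme reaction 120 min at 25 °C after 20 min preincubation; detection: FP of antibody-bound GDP Alexa 633 tracer, ex 620/em 688 nm; benchmarks: high control wells lacking Arfgap1, low control full reaction with DMSO; reagent: human ARF1(Δ1-17)-GTP substrate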
# DDE Tn7 FP inh: DD(E)-Tn7 binding inhibition, primary FP screen. AID 720508. P02675. 0.13% of 370,000 active. FP displacement of FITC-Tn7 peptide from fibrin DD(E); 0% = median of compound wells per plate. inhibition, % at 8.3 µM;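 active = inhibition above the mean of compounds falling within the control limits plus 3 SD of them, cut at about 14% in these data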;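 also: 0% = plate median of compound wells and 100% = 10 µM Aha-Tn7 peptide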
#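 System: human fibrin DD(E); quantity: Fibrin-DD(E) at 2 µM final; also added: fluorescent Tn7 probe at 0.1 µM; compound dosing: single nominal test concentration of 8.3 µM per compound; schedule: 10 min preincubation, 3 h with tracer, room temperature; detection: fluorescence polarization of the labelled Tn7 tracer; repeats: one replicate per compound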
# Tn6 DDE FP: inhibitors of Tn6 peptide binding to human fibrin DD(E). P02675. Fibrin DD(E) TRITC-Tn6 fluorescence polarization displacement. inhibition, % at 8.3 µM. 0.21% of 370,000 active. AID 720509;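 active = inhibition above a per-campaign cutoff: mean of compounds within control limits plus 3 SD, cut at about 15% in these data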;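 also: 0% = median of all compound wells on the plate and 100% = blocking peptide control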
# SIAE inh: blocks human sialic acid acetylesterase; inhibition, % at 9.66 µM; 0.69% of 370,000 active; AID 1053197; SIAE FP-Rh probe binding, fluorescence polarization; Q9HAT2;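 active = inhibition above a cutoff: mean of compounds within the control limits plus 3 SD of those, cut at about 17% in these data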;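 also: 0% = plate median of compound wells and 100% = probe without SIAE protein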
# ADAM10 inh: inhibitors of human ADAM10; recombinant ADAM10, EDANS/DABCYL FRET peptide cleavage, 3 h; inhibition, % at 7 µM; O14672; 0.62% of 370,000 active; AID 720582;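 active = inhibition above a per-campaign cutoff equal to the mean of compounds falling between control-based bounds plus 3 SD, cut at about 20% in these data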;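 also: 0% = DMSO wells while the 100% control is not disclosed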
# PLCg1 inh: PLC-gamma1 (human) inhibition, primary screen. P19174. purified PLC-gamma1, fluorogenic substrate, fluorescence. inhibition, % at 12.2 µM. 0.84% of 370,000 active. AID 720700; in the data active = inhibition above about 9.5%
# TDP2 inh: TDP2 (human) inhibition, absorbance primary screen; O95551; recombinant TDP2, T5PNP hydrolysis, p-nitrophenol absorbance 415 nm; inhibition, % at 12.8 µM; 0.34% of 370,000 active;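 active = inhibition above the mean of all tested compounds plus 3 SD, set per campaign, cut at about 25% in these data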;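 also: 0% = DMSO with enzyme and 100% = buffer with substrate but no TDP2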
#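 Assay system: recombinant human TDP2 / Reagent: T5PNP substrate at 5 mM, a TopII-DNA adduct mimic / Measured by: epi absorbance from released p-nitrophenol / Evaluation: % inhibition relative to enzyme-containing and enzyme-free wells / Control set: enzyme-free and DMSO wells / Replicates: each compound tested once, singlicate / Schedule: enzyme reaction with compound for 2 h at 37 °C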
# ADAM17 inh: inhibits human ADAM17; P78536; recombinant ADAM17, EDANS/DABCYL FRET peptide cleavage; inhibition, % at 6.95 µM; 0.83% of 370,000 active; AID 720648;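 active = inhibition above the mean of compounds lying between control limits plus 3 SD, set per campaign, cut at about 8.5% in these data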;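 also: 0% = DMSO-only wells as the low control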
# ASAP1 GAP inh: blocks human ASAP1-stimulated Arf1 GTP hydrolysis; Q9ULH1; 0.19% of 360,000 active; GDP FP detection; inhibition, % at 16.5 µM; in the data active = inhibition above about 25%;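 also: 0% = vehicle with enzyme and substrate and 100% = no enzyme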
# * = called active by the depositor; i = inactive; x = no result given.
SMILES,PLC-beta3 inh,ARFGAP1 inhibitor,DDE Tn7 FP inh,Tn6 DDE FP,SIAE inh,ADAM10 inh,PLCg1 inh,TDP2 inh,ADAM17 inh,ASAP1 GAP inh
O=C(COC(=O)c1cccc(Oc2ccccc2)c1)NCc1ccco1,1,-10,4,-4,12,5,2,11,1,2
CC(=O)N(c1nc(CCl)cs1)c1cccc(C)c1C,-6,-6,-6,3,-4,-13,-1,1,-6,-3
CCCCN(C)S(=O)(=O)c1cc2c3c(c1)CCC(=O)N3CCC2,-7,3,-4,3,-6,3,0,14,-3,-14
CCCCC1CC(CSC(=N)N)OC1=O (configuration not stated),-2,-1,6,18*,-1,-1,1,-6,-3,-4
COc1cc2c(Cc3ccccc3)cncc2cc1O,-494,1,6,5,6,-69,-373,2,-21,-6
c1ccc(C(c2ccccn2)c2ccccn2)cc1,1,-9,-5,0,-3,-4,1,2,-3,-15
CCO/C(C)=N/Oc1cncnc1,2,-1,-11,2,-4,0,2,-11,-2,4
CCCCCCCCN1C(=O)[C@@H](CC(=O)N2CCCC2)C[C@@]2(C(=O)OC)C1=C[C@H](C(C)(C)C)O[C@@H]2C,2,-15,-8,-1,0,-3,1,-6,0,-6
CCOC(=O)c1oc2ccccc2c1CSc1nnc(-c2ccco2)o1,4,2,4,-4,2,7,2,16,3,2
COC(=O)C1=C(C)N(C)C(=NCc2cccc(C(F)(F)F)c2)NC1c1ccccc1 (configuration not stated),-1,-8,-1,9,-1,-6,0,2,-4,-8
Cn1c(CNC(=O)Nc2ccccc2Cl)nnc1SCc1ccccc1,3,10,1,0,-4,-6,0,-1,-3,1
COC(=O)N/N=C(\C)c1ccccc1Br,4,-9,0,-2,-3,5,1,-2,0,3
O=C(COc1ccc(-n2cnnn2)cc1)N1CCN(c2ccc(F)cc2)CC1,1,-6,6,3,-1,6,-3,9,2,2
O=C(COC(=O)CCc1ccc(S(=O)(=O)N2CCOCC2)cc1)NC(=O)NC1CCCCC1,2,-4,3,2,5,-3,-1,6,2,7
CC(C)NC(=O)NC(=O)COC(=O)c1ccc(F)cc1F,0,12,-6,1,0,-6,0,8,-4,-12
O=C(Nc1cccnc1)Nc1cccc(F)c1,-9,4,8,-2,5,4,2,-3,-1,-12
O=C(Cn1c(CN2CCCCC2)nc2ccccc2c1=O)NC1CCCCC1,4,1,3,0,2,5,-2,-3,-2,3
Cc1cc(NC(=O)CSc2nncn2N)no1,0,-6,-4,-4,-3,-3,2,2,-3,3
Cc1ccc(CN2CCN(/N=C/c3cc(Br)cc(Br)c3O)CC2)cc1,-28,7,-4,-11,10,-21,-22,-11,-4,5
COC(=O)c1cc(Cl)cc2c(CCO)c[nH]c12,-268,6,2,-4,2,-74,-208,8,-18,-11
Cc1cc(C)c2ccc(/C=N/O)nc2c1O,-8,5,8,3,-3,4,0,-10,-3,-16
O=C(CN(c1ccc(F)cc1)S(=O)(=O)c1ccc2c(c1)OCCO2)NCc1ccncc1,1,1,-2,13,12,-4,2,-5,0,-9
COc1cc(C(=O)NNc2nc3cc4c(cc3s2)OCO4)cc(OC)c1OC,-10,6,-4,-2,2,-4,-13,-5,-3,-3
CC(=O)N(c1cc(C)ccc1C)c1ccccc1[N+](=O)[O-],-11,11,6,-1,1,-6,-6,-12,-4,-4
CCOC(=O)C1C(=O)C=C(N2CCOCC2)CC1c1cccc(OC)c1 (configuration not stated),-10,3,5,13,6,-2,-12,3,-4,-17
COC(=O)[C@]12C[C@H](CC(=O)NCC3CCCCC3)C(=O)N(Cc3cccc4ccccc34)C1=C[C@H](COCc1ccccc1)O[C@@H]2C,3,x,-2,2,1,14,-1,-8,3,x
CC(=O)c1cccc(NC(=O)CCc2nnc3ccc(N4CCOCC4)nn23)c1,-10,9,0,-1,-2,-5,4,-12,3,-7
S=C(Nc1cc(Cl)cc(Cl)c1)NC(c1ccccc1)c1ccccc1,1,x,-8,4,-140,11,5,-9,4,x
COCCCNC(=S)NNC(=S)NCCCOC,-1,-10,-2,-6,6,7,0,-9,-5,11
C/C(=N\Nc1nc(-c2ccc(C)cc2C)cs1)c1cc2ccccc2oc1=O,-9,12,-4,1,1,-9,-6,4,-3,-6

# Shown as labelled records: part of the list above.
SMILES: Cc1cc(C)c2ccc(/C=N/O)nc2c1O
  PLC-beta3 inh: -8 | ARFGAP1 inhibitor: 5 | DDE Tn7 FP inh: 8 | Tn6 DDE FP: 3 | SIAE inh: -3 | ADAM10 inh: 4 | PLCg1 inh: 0 | TDP2 inh: -10 | ADAM17 inh: -3 | ASAP1 GAP inh: -16
SMILES: COC(=O)[C@]12C[C@H](CC(=O)NCC3CCCCC3)C(=O)N(Cc3cccc4ccccc34)C1=C[C@H](COCc1ccccc1)O[C@@H]2C
  PLC-beta3 inh: 3 | ARFGAP1 inhibitor: x | DDE Tn7 FP inh: -2 | Tn6 DDE FP: 2 | SIAE inh: 1 | ADAM10 inh: 14 | PLCg1 inh: -1 | TDP2 inh: -8 | ADAM17 inh: 3 | ASAP1 GAP inh: x

# Results in Tn6 DDE FP, for 5 of the compounds above:
mol | Tn6 DDE FP
S=C(Nc1cc(Cl)cc(Cl)c1)NC(c1ccccc1)c1ccccc1 | 4
CCOC(=O)C1C(=O)C=C(N2CCOCC2)CC1c1cccc(OC)c1 (configuration not stated) | 13
C/C(=N\Nc1nc(-c2ccc(C)cc2C)cs1)c1cc2ccccc2oc1=O | 1
CC(=O)N(c1cc(C)ccc1C)c1ccccc1[N+](=O)[O-] | -1
O=C(CN(c1ccc(F)cc1)S(=O)(=O)c1ccc2c(c1)OCCO2)NCc1ccncc1 | 13

# (continued)
SMILES,PLC-beta3 inh,ARFGAP1 inhibitor,DDE Tn7 FP inh,Tn6 DDE FP,SIAE inh,ADAM10 inh,PLCg1 inh,TDP2 inh,ADAM17 inh,ASAP1 GAP inh
COc1ccc(CCNS(=O)(=O)c2ccc3c(c2)CCN3C(=O)C2CC2)cc1OC,-7,7,-1,-5,-2,-3,4,-6,-1,7
O=S(=O)(NCCc1ccccc1)c1cccc(S(=O)(=O)N2CCOCC2)c1,3,-3,-5,-2,5,1,3,-7,0,-11
Cc1ccc(N2CC(C(=O)N3CCN(Cc4ccc5c(c4)OCO5)CC3)CC2=O)cc1 (configuration not stated),-4,4,-4,-7,-4,-3,3,11,0,4
CCN(CC)S(=O)(=O)c1ccc(N2CC(C(=O)NCc3ccc4c(c3)OCO4)CC2=O)cc1 (configuration not stated),-10,-12,6,-2,10,-5,0,7,-3,1
COc1ccc(CCNC(=O)C2CCCN2C(=O)Nc2ccc(C)cc2)cc1OC (configuration not stated),-9,-9,3,3,-3,-10,-2,-7,-5,9
Cn1cnnc1SCC(=O)NCCc1ccc(Cl)cc1Cl,-6,-1,-4,6,-3,-9,0,-1,-3,-3
CN(C)NC(=S)NC1(C)CCS(=O)(=O)C1 (configuration not stated),-6,-5,2,-3,4,-10,0,6,-3,-8
O=C(c1cccn2c(=O)c3cc(Cl)ccc3nc12)N1CCOCC1,i,-2,-3,-1,-5,i,i,-10,-408,4
CC(C)N(C(=O)CSc1nnc(-c2cc3ccccc3cc2O)n1Cc1ccco1)C(C)C,-37,3,-1,4,6,9,-25,-16,7,-3
COc1ccc(-c2nn(-c3ccccc3)cc2/C=N/Nc2ccc3ccccc3n2)cc1OC,-23,5,-7,-2,19*,-8,-24,-2,-5,10
CCCCCN(C(=O)CCC(=O)OCC(=O)Nc1cccc(CC)c1)c1c(N)n(CCCC)c(=O)[nH]c1=O,2,4,2,-4,1,-2,-1,11,-2,5
CCc1nnc(NC(=O)CCC(=O)N2CCN(c3cc(C)ccc3C)CC2)s1,-2,10,0,6,-1,4,2,-12,3,2
O=C(O)c1ccc(N2C(=O)c3cccnc3C2=O)cc1,2,-8,0,-2,7,1,0,3,-4,10
C=CCN(c1ccccc1C(=O)NCC(=O)O)S(=O)(=O)c1ccccc1C,-4,4,-11,2,5,-2,1,-12,1,-3
COc1cc(Cc2nc3ccccc3n2C(C)c2nc3ccccc3[nH]2)cc(OC)c1 (configuration not stated),-5,-10,5,10,-2,-8,-4,-3,-3,-16
O=C(c1ccccc1Br)N(Cc1ccccc1)c1ccccc1,-10,3,-1,0,3,9,2,0,-4,0
O=C(CSc1nc2ccccc2o1)N1CCCC1,4,-11,-1,5,9,-4,3,4,-6,-9
O=C(NCc1ccccc1)[C@H]1CCCN1,4,4,5,-4,0,-3,-1,-5,-3,-3
Cc1ccccc1CCNC(=O)c1ccc(Cl)c(S(=O)(=O)N2CC(C)OC(C)C2)c1 (configuration not stated),-11,-3,-3,4,-12,5,4,-24,0,15
CCn1nnnc1SCC(=O)c1ccc(NC(C)=O)cc1,4,9,1,1,4,8,3,-6,-3,0

# Looked up above:
# ADAM10 inh with `O=C(NCc1ccccc1)[C@H]1CCCN1` → -3
# SIAE inh with `COc1cc(Cc2nc3ccccc3n2C(C)c2nc3ccccc3[nH]2)cc(OC)c1` (configuration not stated) → -2
# Tn6 DDE FP with `O=C(O)c1ccc(N2C(=O)c3cccnc3C2=O)cc1` → -2
# ADAM17 inh with `CCn1nnnc1SCC(=O)c1ccc(NC(C)=O)cc1` → -3
# ADAM10 inh with `Cc1ccccc1CCNC(=O)c1ccc(Cl)c(S(=O)(=O)N2CC(C)OC(C)C2)c1` (configuration not stated) → 5
# Tn6 DDE FP with `CCc1nnc(NC(=O)CCC(=O)N2CCN(c3cc(C)ccc3C)CC2)s1` → 6
# TDP2 inh with `C=CCN(c1ccccc1C(=O)NCC(=O)O)S(=O)(=O)c1ccccc1C` → -12

# (continued)
SMILES,PLC-beta3 inh,ARFGAP1 inhibitor,DDE Tn7 FP inh,Tn6 DDE FP,SIAE inh,ADAM10 inh,PLCg1 inh,TDP2 inh,ADAM17 inh,ASAP1 GAP inh
COC(=O)c1ccccc1S(=O)(=O)C(C)(C)C,7,13,4,-6,-6,2,5,-9,-6,-1
Cc1ccc(NC(=O)C(=O)NCc2ccccn2)cc1,-3,16,8,0,0,8,-4,2,-4,-10
CC(=O)N1CCC(O)(c2ccc3c(c2)OCO3)CC1,-6,17,0,-13,-3,-1,-1,4,-1,-3
COc1ccc(NC(=O)CSc2nnc(-c3cccnc3)s2)cc1,-4,-5,8,7,-8,2,2,-9,-3,-1

# Source: PubChem (The Scripps Research Institute Molecular Screening Center)
